# Assay outcomes deposited in PubChem BioAssay by Sanford-Burnham Center for Chemical Genomics.
# HKDC1 inh: HKDC1 hexokinase inhibitors, primary screen, biochemical, fluorescence, uHTS; inhibition, % at 20 µM; Q2TB90; 0.16% of 340,000 active; recombinant HKDC1, G6PDH/diaphorase resazurin coupled fluorescence;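 active = inhibition above about 35% when tested at 20 µM, limit read from the data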;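 note: plate controls were DMSO wells with enzyme for no effect and DMSO wells lacking enzyme for full effect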
#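 Incubation: 90 min at room temperature in dark / Material: recombinant HKDC1 (HK5) hexokinase enzyme, produced in-house / Quantity: enzyme 5 µg/mL final / Compound: one dose of 20 µM, 1% DMSO / Reagent: glucose and ATP substrates / Buffer or medium: Tris pH 8.0 buffer with MgCl2, Tween-20, BSA, BME / Technique: resorufin fluorescence at 613 nm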
# SENP1 inh: human SENP1 catalytic domain inhibitors, primary screen, biochemical, FRET, uHTS | recombinant SENP1 catalytic domain, CyPet-SUMO1-YPet FRET cleavage | AID 624204, 2012 | Sentrin-specific protease 1 (Homo sapiens), Q9P0U3 | 0.21% of 360,000 active | inhibition, % at 10 µM;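 active = inhibition at least 30% at 10 µM, raw YFP signal under a set limit, fluorescence ratio 0.5 to 1.5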;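 note: 0% = enzyme with DMSO and 100% = no enzyme wells; some results filed as inactive read as strong as hits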
# Target sequence (Q9P0U3 419-644 limits assumed): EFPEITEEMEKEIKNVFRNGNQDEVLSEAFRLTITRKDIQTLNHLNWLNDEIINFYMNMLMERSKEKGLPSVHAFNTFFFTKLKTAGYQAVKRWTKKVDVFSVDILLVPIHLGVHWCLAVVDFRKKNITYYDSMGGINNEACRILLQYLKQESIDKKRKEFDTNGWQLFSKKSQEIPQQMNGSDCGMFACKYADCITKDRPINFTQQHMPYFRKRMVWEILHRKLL
#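 material = recombinant human SENP1 catalytic domain, His6-tagged | quantity = 20 pM enzyme | reagent = 25 nM SUMO1 FRET substrate | compound dosing = 10 µM single point, 0.5% DMSO | timing = 50 min enzyme reaction, room temperature, light-protected | detection = FRET, CFP and YFP emission | control set = no-enzyme low, enzyme-DMSO high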
# SENP7 inh: SENP7 protease inhibitors, primary screen, biochemical, luminescence, uHTS. Sentrin-specific protease 7 (Homo sapiens), Q9BQF6. recombinant SENP7, Z-RLRGG-aminoluciferin luminescence, 40 min. inhibition, % at 5 µM. 1.5% of 330,000 active;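 active = inhibition above about 50% at the single test dose, limit read from the data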;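 note: plate controls were DMSO with enzyme for no effect and no enzyme buffer wells for full effect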
# beta cell repl: inducers of MIN6 beta-cell proliferation, primary screen, ATP luminescence, uHTS; MIN6 cells proliferation, ATPlite luminescence, 48 h; cells starved in 0.2% serum; 100% = growth in 10% serum; proliferation, % at 10 µM; 0.29% of 330,000 active; AID 2380, 2010;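 active = compounds whose signal lies at least 3.5 SD above the mean of all wells on their plate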;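 note: 0% = DMSO-treated cells in low-serum medium and 100% = 10% serum control; some compounds called inactive have numbers as strong as hits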
# PfG6PD inh: PfG6PD enzyme inhibitors, primary screen, biochemical, fluorescence intensity, uHTS. PfGluPho enzyme, NADPH resazurin-diaphorase fluorescence. inhibition, % at 20 µM. 0.78% of 350,000 active. glucose-6-phosphate dehydrogenase-6-phosphogluconolactonase (Plasmodium falciparum 3D7);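 active = inhibition reaching at least a set limit at 20 µM in the primary screen, cut at about 59% in these data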;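 note: 0% = DMSO wells with substrate and 100% = DMSO wells lacking glucose-6-phosphate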
# UBC13 polyUb: UBC13 polyubiquitin chain formation inhibitors, primary screen, biochemical, TR-FRET, uHTS; Ubiquitin-conjugating enzyme E2 N (Homo sapiens), P61088; inhibition, % at 20 µM; 0.47% of 330,000 active; AID 485273, 2010; in the data active = inhibition above about 45%, passing the limit was not always enough
# SENP6 inh: SENP6 protease inhibitors, primary screen, biochemical, luminescence, uHTS; Sentrin-specific protease 6 (Homo sapiens), Q9GZR1; Recombinant SENP6 catalytic domain, aminoluciferin luminescence; inhibition, % at 10 µM; 1.8% of 330,000 active;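 active = inhibition above about 50% at the single tested dose, limit read from the data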;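 note: plate controls were DMSO wells with enzyme for no effect and DMSO wells lacking enzyme for full effect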
# Target sequence (Q9GZR1 628-1112 limits assumed): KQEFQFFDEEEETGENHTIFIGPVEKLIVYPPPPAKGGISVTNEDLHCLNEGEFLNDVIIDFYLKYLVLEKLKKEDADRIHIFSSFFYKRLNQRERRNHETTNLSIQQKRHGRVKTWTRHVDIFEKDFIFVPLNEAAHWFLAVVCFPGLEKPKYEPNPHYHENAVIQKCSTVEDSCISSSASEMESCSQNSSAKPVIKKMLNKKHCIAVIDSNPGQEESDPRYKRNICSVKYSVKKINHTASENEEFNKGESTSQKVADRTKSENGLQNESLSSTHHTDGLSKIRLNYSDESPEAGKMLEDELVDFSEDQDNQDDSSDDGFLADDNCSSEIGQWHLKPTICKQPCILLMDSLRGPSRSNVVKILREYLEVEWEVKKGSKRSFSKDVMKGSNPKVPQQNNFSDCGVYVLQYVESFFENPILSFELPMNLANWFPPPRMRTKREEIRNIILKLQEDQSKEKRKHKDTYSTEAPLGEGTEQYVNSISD
# SENP8 block-1: SENP8 protease inhibitors, primary screen, biochemical, luminescence. Sentrin-specific protease 8 (Homo sapiens), Q96LD8. purified SENP8, Z-RLRGG-aminoluciferin cleavage. inhibition, % at 10 µM. 1.2% of 330,000 active. AID 2540, 2010; in the data active = inhibition above about 50%
# Target sequence (Q96LD8 whole entry, looked up): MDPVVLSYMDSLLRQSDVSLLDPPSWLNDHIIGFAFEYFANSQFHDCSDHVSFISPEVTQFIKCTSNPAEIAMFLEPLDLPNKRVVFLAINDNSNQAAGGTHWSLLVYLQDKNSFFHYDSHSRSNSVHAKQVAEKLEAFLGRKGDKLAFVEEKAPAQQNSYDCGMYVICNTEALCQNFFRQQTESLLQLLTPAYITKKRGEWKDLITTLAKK
# SENP8 block-2: human SENP8 protease inhibitors, primary screen, biochemical, fluorescence, Nedd8 protein substrate, uHTS; Sentrin-specific protease 8 (Homo sapiens), Q96LD8; recombinant SENP8; inhibition, % at 20 µM; 0.64% of 360,000 active; AID 602440, 2012; in the data active = inhibition mostly above about 40%, no sharp cut-off; inactive = mostly below about 27%
# Active calls of the source: *; / = no result given.
SMILES,HKDC1 inh,SENP1 inh,SENP7 inh,beta cell repl,PfG6PD inh,UBC13 polyUb,SENP6 inh,SENP8 block-1,SENP8 block-2
Cc1ccc(C(=O)c2ccccc2C(=O)OCC(=O)NCC2CCCO2)cc1 (stereo not given),-8,-14,3,0,34,-2,-3,8,12
COC(=O)c1ccc2c(=O)n(Cc3ccc4c(c3)OCO4)c(=S)[nH]c2c1,-3,2,4,-2,-4,4,5,1,4
CCCc1ccc(C2C3=C(CC(C)(C)CC3=O)NC3=C2C(=O)c2ccccc23)cc1 (stereo not given),-3,2,1,-4,17,-46,-11,3,18
O=C1C=C(c2cccc(O)c2)CCC1,-3,-2,-10,2,-3,7,-13,5,22
COc1ccc(CC(NC(C)=O)C(=O)NC2CCN(c3nc(C)cc(C)c3C#N)CC2)cc1OC (stereo not given),15,-9,-8,2,-12,2,-14,-8,-396
Cc1nn(-c2ccccc2)nc1C(=O)Nc1nnc(C(F)(F)F)s1,0,-1,-5,-4,24,29,-25,-2,-92
Cc1cc(N2CCOCC2)nc(SCC(=O)c2ccc(Cl)cc2)n1,-5,2,1,1,3,5,11,6,23
CN(NS(=O)(=O)c1ccccc1)c1nc2ccccc2nc1C(F)(F)F,-1,1,2,2,12,-7,-8,-4,12
O=C1c2ccccc2C(=Nc2ccccc2)C1c1cccc(Br)c1 (stereo not given),-11,1,-9,-5,-9,-53,6,9,27
CN(C)C1(CNC(=O)C2CCN(S(=O)(=O)c3c(Cl)cccc3Cl)CC2)CCCCC1,-1,-1,-1,0,3,1,-26,-7,7
O=C1/C(=C/c2ccncc2)Oc2cc(OS(=O)(=O)c3ccccc3)ccc21,14,2,6,-4,11,1,0,-4,12
O=C(NNc1ccc(-c2csnn2)cc1)c1cc(Cl)cc(Cl)c1,0,2,3,-2,15,18,-3,2,13
CC(C)C[C@@H](COc1ccccc1)N1CCN(Cc2ccccc2)CCC1=O,4,/,3,-6,-4,20,-10,-3,/
NC(=O)C1CCN(C(=O)CCNS(=O)(=O)c2cc(Br)cnc2N)CC1,-2,1,-6,-3,0,-5,-16,-2,-42
Clc1ccc(N2CCN(Cc3ccc(Br)o3)CC2)cc1,-3,1,-7,2,6,7,-28,17,0
Cc1cc(C)n(CCC(=O)N=Nc2c(O)[nH]c3ccccc23)n1,-6,1,0,-3,0,4,-15,0,6
CC(=O)c1cccc(NC(=O)c2oc(C)nc2C)c1,-14,0,-3,1,3,5,-13,-4,18
CCOC(=O)c1ccccc1NC(=O)c1cccc2c1C(=O)N(C1CCN(C(=O)OCC)CC1)C2,-6,0,9,-3,6,-4,2,-8,-3
CCC1CCCCN1CCCNC(=O)CCC(=O)N1CC(C)Oc2ccccc21 (stereo not given),-9,-1,-12,-3,-2,-2,-6,-5,1
C[C@H]1CN([C@@H](C)CO)C(=O)c2cccc(NC(=O)c3ccc(-c4nccs4)cc3)c2O[C@@H]1CN(C)C(=O)NC1CCCCC1,-4,-2,-6,0,-6,6,-3,8,-11

# A different layout for some results above:
compound | HKDC1 inh | SENP1 inh | SENP7 inh | beta cell repl | PfG6PD inh | UBC13 polyUb | SENP6 inh | SENP8 block-1 | SENP8 block-2
Cc1ccc(C(=O)c2ccccc2C(=O)OCC(=O)NCC2CCCO2)cc1 (stereo not given) | -8 | -14 | 3 | 0 | 34 | -2 | -3 | 8 | 12
CN(C)C1(CNC(=O)C2CCN(S(=O)(=O)c3c(Cl)cccc3Cl)CC2)CCCCC1 | -1 | -1 | -1 | 0 | 3 | 1 | -26 | -7 | 7

# Carrying on:
SMILES,HKDC1 inh,SENP1 inh,SENP7 inh,beta cell repl,PfG6PD inh,UBC13 polyUb,SENP6 inh,SENP8 block-1,SENP8 block-2
CC(=O)NCCC(=O)Nc1nc(-c2ccccc2Cl)cs1,-2,2,8,-1,11,3,-8,-1,8
Cc1noc(C)c1COc1ccc(C(=O)NCC(c2c(F)cccc2Cl)N(C)C)cc1 (stereo not given),-5,1,-3,0,-1,3,9,7,8
O=C(CSc1nnc(CNC(=O)c2ccccc2)o1)Nc1nccs1,0,0,6,-1,-16,-10,8,-4,5
O=S(=O)(Nn1cnnc1)c1ccc(F)cc1,-9,1,-6,0,-7,-4,-1,-7,3
COc1ccc(NC2CCCN(C(=O)c3csc(C)n3)C2)cc1 (stereo not given),0,1,-4,-4,-11,-10,-10,-5,3
CSc1ncccc1C(=O)NCC(=O)Nc1ccc(F)c(F)c1,-7,-1,-4,-2,-3,3,-9,3,8
C=CCNC(=O)COC(=O)c1ccccc1C(=O)N(C)C1CCCCC1,-4,1,11,-1,-20,3,-4,2,30
COc1ccc(NC(C)=O)cc1C#N,-11,3,1,2,7,2,15,9,10
O=C(Nc1ccccc1Br)C1CCC(=O)N1Cc1ccccc1Cl (stereo not given),-5,0,-9,-3,6,-17,-11,-12,32
NC(=NCCc1ccccc1)NS(=O)(=O)c1ccc(F)cc1,-12,3,-2,0,4,-4,16,2,15
Cc1cc(NC(=O)c2cc(-c3cccs3)on2)no1,13,1,7,-3,5,3,-5,-1,4
Oc1ccccc1N1CCN(CC(O)COCc2ccccc2Cl)CC1 (stereo not given),-1,3,4,4,-1,4,2,-7,16
CCC1Oc2ccccc2N(CC(=O)N2CCOCC2)C1=O (stereo not given),-8,1,-4,4,4,2,-19,-1,11
CCOC(=O)C1CCN(C(=O)C(=O)N2CCC(C(=O)OCC)CC2)CC1,13,1,-1,-2,-8,0,-3,-3,15
COC(=O)c1cc(NC(=O)CSc2nc(C)cc(=O)[nH]2)cc(C(=O)OC)c1,1,2,0,-2,-7,6,-17,-8,9
CCCC1Cc2c(sc(NC(=S)NC(=O)c3ccccc3)c2C#N)CO1 (stereo not given),/,/,4,-4,/,-17,-1,-10,/
O=C(c1cn(-c2ccccc2)nc1-c1ccccc1)n1nnc2ccccc21,2,6,0,-4,-2,-3,-15,0,-4
COc1ccc(C(=O)NCC(=O)OCC(=O)Nc2c(C)n(C)n(-c3ccccc3)c2=O)cc1,-2,1,-2,-2,7,1,-3,-2,3
COc1ccccc1N(C)S(=O)(=O)c1ccc(C(=O)OCC(N)=O)cc1,1,-1,0,-3,-7,0,13,1,21
Cc1ccc(C)c(S(=O)(=O)N2CCCOC2CNC(=O)C(=O)NC2CC2)c1 (stereo not given),-5,1,8,2,4,-8,-10,-2,-2
COc1ccc2c(c1)[C@H]1[C@H](CO2)[C@H](c2ccccc2)[C@]2(C)C(=O)Nc3ccc(F)cc3C(=O)N12,3,-1,-5,-6,-11,1,4,-4,-18
CCc1ccccc1NC(=O)CSc1nnc([C@@H]2CCCN2C(=O)OC(C)(C)C)o1,-4,0,-1,-1,-11,5,-4,3,13
COc1ccc2c(c1)N(S(=O)(=O)c1ccccc1)CCC2=O,-10,1,-6,-1,43,-10,-9,-8,-1
CCNC(=O)NC(=O)COc1ccccc1C#N,-7,3,-7,-3,-4,-8,-20,1,-100
Cc1nc(Nc2ccccc2)c2oc3ccc(Cl)cc3c2n1,-1,-2,-4,0,30,7,-42,0,-294
Cc1ccc(S(=O)(=O)NCCc2nnc3ccc(SCC(=O)Nc4nc5ccccc5s4)nn23)cc1,/,/,-1,-2,/,25,-15,-3,/
COc1cc(OC)c(OC)cc1CN1CCN(Cc2ccc(SC)cc2)CC1,-8,1,4,-4,2,-1,-21,-5,12
O=C(CSc1nc2ccccc2c(=O)[nH]1)N1CCCCCC1,-2,-1,3,-1,-9,1,1,-5,12
CC(=O)N1c2ccccc2NC2=C(C(=O)CC(C)(C)C2)C1c1cccn1C (stereo not given),-8,1,-3,-2,-11,0,6,5,-49
Cc1ccc(S(=O)(=O)N2CCOCC2)cc1C(=O)NC1CCCCCC1,-4,1,-1,2,3,-8,-2,13,6
CN(C)CCCNC(=O)c1cc(Br)ccc1Cl,7,0,1,-4,5,3,6,7,22
Cc1csc(=N)n1-c1ccc(Cl)cc1,-3,1,1,-2,36,2,-4,-9,12
NC(=O)C1CCCN(Cc2c(C(=O)N3CCc4ccccc4C3)nc3ccc(Cl)cn23)C1 (stereo not given),-2,2,-1,0,1,-7,0,6,3
CCCCNC(=S)N1CCN(C(c2ccccc2)c2ccccc2)CC1,4,3,4,-6,10,8,-18,3,-1
COc1ccc(CNC(=O)COC(=O)Cc2ccc(Cl)cc2Cl)cc1,-7,4,-4,0,-1,6,-3,-1,4
CC(C)(C)c1ccc(C(=O)NNc2cc(N3CCOCC3)nc(N3CCOCC3)n2)cc1,4,-5,31,1,8,12,45,3,10

# 13 entries out of the list, sorted by length of the SMILES, low to high.
SMILES,HKDC1 inh,SENP1 inh,SENP7 inh,beta cell repl,PfG6PD inh,UBC13 polyUb,SENP6 inh,SENP8 block-1,SENP8 block-2
Cc1csc(=N)n1-c1ccc(Cl)cc1,-3,1,1,-2,36,2,-4,-9,12
CCNC(=O)NC(=O)COc1ccccc1C#N,-7,3,-7,-3,-4,-8,-20,1,-100
CN(C)CCCNC(=O)c1cc(Br)ccc1Cl,7,0,1,-4,5,3,6,7,22
Cc1nc(Nc2ccccc2)c2oc3ccc(Cl)cc3c2n1,-1,-2,-4,0,30,7,-42,0,-294
O=C(CSc1nc2ccccc2c(=O)[nH]1)N1CCCCCC1,-2,-1,3,-1,-9,1,1,-5,12
COc1ccc2c(c1)N(S(=O)(=O)c1ccccc1)CCC2=O,-10,1,-6,-1,43,-10,-9,-8,-1
COc1ccc(CNC(=O)COC(=O)Cc2ccc(Cl)cc2Cl)cc1,-7,4,-4,0,-1,6,-3,-1,4
Cc1ccc(S(=O)(=O)N2CCOCC2)cc1C(=O)NC1CCCCCC1,-4,1,-1,2,3,-8,-2,13,6
CC(=O)N1c2ccccc2NC2=C(C(=O)CC(C)(C)C2)C1c1cccn1C (stereo not given),-8,1,-3,-2,-11,0,6,5,-49
CC(C)(C)c1ccc(C(=O)NNc2cc(N3CCOCC3)nc(N3CCOCC3)n2)cc1,4,-5,31,1,8,12,45,3,10
NC(=O)C1CCCN(Cc2c(C(=O)N3CCc4ccccc4C3)nc3ccc(Cl)cn23)C1 (stereo not given),-2,2,-1,0,1,-7,0,6,3
Cc1ccc(S(=O)(=O)NCCc2nnc3ccc(SCC(=O)Nc4nc5ccccc5s4)nn23)cc1,/,/,-1,-2,/,25,-15,-3,/
COc1ccc2c(c1)[C@H]1[C@H](CO2)[C@H](c2ccccc2)[C@]2(C)C(=O)Nc3ccc(F)cc3C(=O)N12,3,-1,-5,-6,-11,1,4,-4,-18
